# CHT allo act = CHT positive allosteric modulators, primary screen, cell-based, membrane potential dye, choline EC20 | High affinity choline transporter 1 (Homo sapiens), Q9GZV3 | B-score at 10 µM | actives 0.49% (n = 310,000) | CHT-expressing cells; stronger effect = higher value; LV-AA mutant CHT in HEK293 cells;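 active means initial fluorescence not abnormally high and integrated response B-score, plate-corrected, over 3 SD above library mean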
# Target sequence (Q9GZV3 whole entry, looked up): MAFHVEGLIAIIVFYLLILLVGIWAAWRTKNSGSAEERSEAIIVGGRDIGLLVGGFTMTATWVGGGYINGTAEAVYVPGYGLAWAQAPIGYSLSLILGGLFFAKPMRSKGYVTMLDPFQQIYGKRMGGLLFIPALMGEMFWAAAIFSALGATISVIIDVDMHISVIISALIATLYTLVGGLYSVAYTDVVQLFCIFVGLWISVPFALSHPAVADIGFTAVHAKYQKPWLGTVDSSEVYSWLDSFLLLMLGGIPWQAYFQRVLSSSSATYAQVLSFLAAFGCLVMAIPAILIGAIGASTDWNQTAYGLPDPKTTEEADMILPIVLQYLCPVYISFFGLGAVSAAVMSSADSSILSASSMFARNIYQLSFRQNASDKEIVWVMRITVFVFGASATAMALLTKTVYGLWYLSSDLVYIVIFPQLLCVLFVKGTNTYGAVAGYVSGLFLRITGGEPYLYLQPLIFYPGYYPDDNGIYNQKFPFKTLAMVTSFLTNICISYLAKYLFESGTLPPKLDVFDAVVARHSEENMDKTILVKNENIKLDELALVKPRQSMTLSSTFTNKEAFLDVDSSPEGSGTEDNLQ
# OX1R antag-1 = antagonists of human orexin 1 receptor (OX1R) | actives 1.8% (n = 330,000) | AID 485270, 2010 | Orexin/Hypocretin receptor type 1 (Homo sapiens), O43613 | inhibition, % at 6.6 µM | OX1R-expressing cells, FRET antagonist read-out; in the data active means inhibition mostly above about 38%, no sharp cut-off; inactive means mostly below about 40%;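 further: 0% = agonist challenge alone and 100% = reference antagonist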
# Target sequence (O43613 whole entry, looked up): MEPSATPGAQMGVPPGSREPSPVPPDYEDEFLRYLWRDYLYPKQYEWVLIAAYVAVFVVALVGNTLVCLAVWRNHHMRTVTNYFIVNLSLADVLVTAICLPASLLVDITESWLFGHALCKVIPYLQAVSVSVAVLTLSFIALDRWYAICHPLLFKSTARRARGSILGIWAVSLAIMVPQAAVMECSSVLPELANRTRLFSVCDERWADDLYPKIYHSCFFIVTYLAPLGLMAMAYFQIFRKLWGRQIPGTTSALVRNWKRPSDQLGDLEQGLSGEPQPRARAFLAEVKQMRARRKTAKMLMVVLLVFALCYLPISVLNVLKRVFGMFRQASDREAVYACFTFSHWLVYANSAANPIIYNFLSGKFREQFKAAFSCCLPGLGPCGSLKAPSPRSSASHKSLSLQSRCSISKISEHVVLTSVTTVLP
# OX1R antag-2 = OX1R (HCRTR1) antagonists, primary screen, fluorescence, CHO/OX1R cells, Fluo-8 calcium, orexin A. Orexin/Hypocretin receptor type 1 (Homo sapiens), O43613. Fluo-8 calcium fluorescence. inhibition, % at 5 µM. actives 0.43% (n = 330,000). AID 434989, 2010;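 active means inhibition above its plate's threshold, mean inhibition of all tested compounds on the plate plus 3 SD, cut at about 37% in these data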;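 further: 0% = orexin A challenge wells and 100% = SB-334867-A antagonist wells; not every result past the cut was called active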
# Active calls of the source: *; i = inactive; / = no result given.
no.	SMILES	CHT allo act	OX1R antag-1	OX1R antag-2
1	COc1ccccc1CCNS(=O)(=O)c1cc2c3c(c1)C(C)C(=O)N3CCC2 (centres undefined)	i	10.3	-20.7
2	COc1ccc(-n2c(Cc3cccn3C)nnc2SCC(=O)NCc2ccco2)cc1	i	13.5	-24.1
3	CC(=O)Nc1ccc(N2S(=O)(=O)c3ccccc3S2(=O)=O)cc1	i	20.5	-8.3
4	CCOc1ccc(N2C(=O)CC(Sc3nc(C)cc(C)c3C#N)C2=O)cc1 (centres undefined)	i	27.9	-18.2
5	CCN(CC(=O)Nc1c(F)cccc1F)C(=O)CC1CCCC1	i	13.7	-5.5
6	COc1cc2c(cc1OC)CN(C(=O)CSc1nc(C)cc(C)c1C#N)CC2	i	24.2	-26.3
7	COc1ccc(C2(CNC(=O)/C=C/c3ccco3)CCCC2)cc1OC	i	17.0	-10.5
8	C=CCN1C(=O)c2ccc(C(=O)N(CC)CC(=O)Nc3cc(Cl)ccc3C)cc2C1=O	i	15.8	-35.5
9	CCOc1ccccc1Nc1ccnc2cc(Cl)ccc12	i	19.2	-30.7
10	Cc1sc2nc(CSCC(=O)Nc3ccc(N4CCOCC4)cc3)[nH]c(=O)c2c1C	i	20.1	-18.0
11	O=C(COc1cccc(C(F)(F)F)c1)Nc1ccc2[nH]ncc2c1	i	19.5	3.9
12	COc1ccc(NC(=O)NNC(=O)COc2ccc(Cl)cc2C)cc1OC	i	4.7	-24.8
13	CCc1ccc(C(=O)Nc2ccc3c(c2)n(C)c(=O)n3C)cc1	i	12.5	-21.3
14	COc1ccc(OCC(=O)NNC(=S)NC(=O)c2ccc(Br)o2)cc1	i	-2.3	-8.2
15	CN(CC(=O)Nc1ccc(Cl)cc1)C(=O)Cn1[nH]c(=O)c2ccccc2c1=O	i	4.2	-4.5
16	O=C(NCCN1CCOCC1)c1cc2c(=O)n3ccccc3nc2n1Cc1ccccc1	i	21.4	-28.4
17	FC(F)(F)c1cccc(Cc2noc(CN3CCSCC3)n2)c1	i	0.7	-14.5
18	O=C(c1ccccc1)n1c(=O)c(F)cn(COCCBr)c1=O	i	3.9	-9.7
19	CC1CCN(C(=O)C(=O)c2cn(CC(=O)N3CCCC3)c3ccccc23)CC1	i	-2.0	-28.9
20	Cc1nccn1Cc1ccccc1	i	22.5	-9.0
21	Cc1cc(C)nc(NNC2=CC(=O)CC(C)(C)C2)n1	i	21.4	-3.9
22	CC(C)(C)C1CCc2onc(C(=O)NC3CCCC3)c2C1 (centres undefined)	i	7.5	-29.0
23	CC(C)(C)c1ccc(C(=O)Nc2cccnc2)cc1	i	9.3	5.3
24	CCOc1ccc(S(=O)(=O)NCCC(=O)NCCCSc2ccccc2)cc1	i	35.2	-20.9
25	O=C(NN=C1CCCCCCC1)c1ccc2ccccc2n1	i	56.3*	-1.9
26	CS(=O)(=O)c1cccc(C(=O)OCC(=O)NCc2cccs2)c1	/	2.4	-17.1
27	NNc1nc(Nc2ccccc2)nc(Nc2ccccc2)n1	i	13.0	-18.4
28	Cc1ccc(Cl)c(N/C=C/C(=O)c2ccccc2)c1	i	1.0	-47.4
29	CCC(C)n1ncn(-c2ccc(N3CCN(c4ccc(O)cc4)CC3)cc2)c1=O (centres undefined)	i	17.9	6.9
30	Cc1ccccc1N1CCN(C2CCCN(C(=O)c3ccccn3)C2)CC1 (centres undefined)	i	18.6	-4.9
31	Cc1ccccc1C(=O)NNC(=S)NC(=O)c1ccc(Cl)cc1Cl	i	13.3	22.5
32	CCN(CC(=O)Nc1ccccc1OC)C(=O)CC1CC2CCC1C2 (centres undefined)	/	3.5	-19.5
33	O=C(O)c1cc(-c2cccc(Cl)c2)nc2nc(N3CCCCC3)sc12	i	18.2	-9.8
34	O=C(c1ccc(N2CCOCC2)cc1)c1cccs1	i	27.2	-17.8
35	CCc1nc(N2CCN(C(C)=O)CC2)c2c3c(sc2n1)CC(C(C)(C)C)CC3 (centres undefined)	i	12.8	-14.3
36	CCCCC1=CC2=C(c3ccco3)C(=O)C(C)(OC(=O)c3ccc(OC)cc3)C(=O)C2=CN1C1CC1 (centres undefined)	i	19.0	-30.8
37	COc1ccccc1/C=c1\sc2nc(-c3ccco3)nn2c1=O	i	18.4	5.6
38	COc1ccc(C)cc1NC(=O)CN(C)S(=O)(=O)c1ccc2c(c1)n(C)c(=O)c(=O)n2C	i	16.2	-6.9
39	Cc1cc(S(=O)(=O)N(Cc2cccs2)Cc2ccccc2F)ccc1-n1cnnn1	i	20.1	-7.4
40	CCOc1ccc(C2NC(=O)NC(C)=C2[N+](=O)[O-])cc1OC (centres undefined)	i	10.3	-11.1
41	CC(NC(=O)CN(c1cccc(C(F)(F)F)c1)S(=O)(=O)c1ccc(Cl)c([N+](=O)[O-])c1)c1ccccc1 (centres undefined)	i	4.3	22.1
42	CCOC(=O)c1c(C)nc(C)c(C(=O)OCC)c1-c1ccccc1	i	9.4	-12.7
43	COc1cccc(CNC(=O)COC(=O)CCc2cc(OC)c(OC)c(OC)c2)c1	/	6.8	-18.6
44	CCOC(=O)C1(CC2CCCCO2)CCN(S(=O)(=O)c2ccsc2)CC1 (centres undefined)	i	19.7	-6.1
45	CCCCCN(C(=O)CCC(=O)OCc1ccc(Cl)cc1Cl)c1c(N)n(CCCC)c(=O)[nH]c1=O	i	8.7	-38.3
46	CC(C)(C)c1ccc(OCC(=O)NNC(=S)NC(=O)c2ccco2)c(Br)c1	i	5.7	1.8
47	Cc1ccc(-c2nnc(SCC(=O)CC(=O)Nc3ccccc3)n2-c2ccccc2)cc1	i	10.1	-9.6
48	CCS(=O)(=O)N1Cc2ccccc2CC1C(=O)NC(C)C12CC3CC(CC(C3)C1)C2 (centres undefined)	i	32.2	-12.8
49	CCC(C)[C@H](NC(=O)NCc1cccc(OC)c1)C(=O)OC (some centres undefined)	i	21.6	-28.2
50	CCCCC1=CC2=C(c3ccco3)C(=O)C(C)(OC(=O)c3ccc(OC)cc3)C(=O)C2=CN1CCCCO (centres undefined)	i	34.0	10.1
51	O=C(/C=C/c1ccccc1Cl)Nc1ccncc1	i	30.3	-12.7
52	Cc1ccc(C(=O)CSC2=C(C#N)C(c3ccco3)CC(=O)N2)c(C)c1 (centres undefined)	i	12.9	35.6
53	O=C(c1ccccc1)N1CCCc2ccccc21	i	19.9	-14.0
54	NC(=O)CC(NC(=O)Cc1ccc(Br)cc1)c1ccc(NCc2ccc(F)cc2)c([N+](=O)[O-])c1 (centres undefined)	i	4.8	-17.6
55	Cc1ccc(S(=O)(=O)Nc2ccc3c(c2)OCCO3)cc1C	i	10.4	-2.2
56	CCOC(=O)c1c(-c2ccccc2)oc2ccc(O)c(CN3CCCC3)c12	i	11.8	-22.5
57	O=C(CCn1c(=O)[nH]c2ccsc2c1=O)NCc1ccc(F)cc1	i	8.2	-4.0
58	CC(C)(Cc1ccc(O)cc1)NC(=O)CC(=O)N=Nc1c(O)[nH]c2ccc(Br)cc12	i	37.1	-24.5
59	C[C@H]1CC[C@@]2(O[C@H](CCO)C[C@H](O)[C@H]2O)O1	i	19.1	2.8
60	Nc1cc(S(=O)(=O)N2CCOCC2)ccc1N1CCCCC1	/	11.7	-17.9

# (cont.)
no.	SMILES	CHT allo act	OX1R antag-1	OX1R antag-2
61	O=C(O)Cn1c(O)c(C2=c3ccccc3=NC2=O)sc1=O	i	46.8*	-8.5
62	N/C(=N/OC(=O)c1ccccc1F)c1nonc1N	i	20.4	-12.9
63	CCOc1ccc(OCCC(=O)OCC(=O)NCCc2ccc(S(N)(=O)=O)cc2)cc1	/	6.8	-10.4
64	COc1cc(OC)c(C(=O)NCc2ccco2)cc1OC	i	6.1	-4.2
65	Cc1ccc(S(=O)(=O)N(CC(=O)N2CCN(c3ccccc3F)CC2)C2CCCCC2)cc1	i	12.2	-45.4
66	O=S(=O)(NCC1CCCO1)c1ccc(-c2ccc(S(=O)(=O)NCC3CCCO3)cc2)cc1 (centres undefined)	i	20.6	40.0*
67	O=C(NCCCN1CCCC1=O)c1cc2nc(-c3ccco3)cc(C(F)(F)F)n2n1	i	8.5	-3.8
68	Cc1cc(C)cc(OCC(=O)Nc2nc3ccc([N+](=O)[O-])cc3s2)c1	i	5.2	-10.5
69	CN1CCCC(OC(=O)/C(C#N)=C/c2ccccc2)C1 (centres undefined)	i	7.4	-5.1
70	CSc1nc(C)cc(Oc2ccc(OCCOc3ccccc3)nn2)n1	i	25.5	-12.8
71	Cc1cc(-c2ccc(Cl)cc2)oc(=O)c1NC(=O)c1ccccc1	i	9.3	-21.1
72	CCOC(=O)C1=CNS(=O)(=O)NC1c1ccc(C(F)(F)F)cc1 (centres undefined)	/	17.0	-22.0
73	COC(=O)[C@@H](NC(=O)Nc1cc(Cl)ccc1C)C(C)C	i	5.2	-13.8
74	COc1cc(C(=S)N2CCOCC2)ccc1OC(=O)c1cc([N+](=O)[O-])c(C)c([N+](=O)[O-])c1	i	7.0	-10.3
75	COc1cc2c(cc1OC)C(C)N(C(=O)C1COc3ccccc3O1)CC2 (centres undefined)	i	7.5	-13.6
76	CC(C)(C)n1nc2c(c1NC(=O)c1cccc(C(F)(F)F)c1)CS(=O)C2 (centres undefined)	i	12.1	-7.1
77	CCOc1ccc(C2Nc3ccccc3C(CC)(CC)O2)cc1 (centres undefined)	i	13.8	-4.5
78	CN(CC(=O)Nc1ccccc1Br)C(=O)c1cccc([N+](=O)[O-])c1	i	26.0	5.0
79	Cc1[nH]nc(NCCO)c1[N+](=O)[O-]	i	10.9	-7.6
80	CCCc1c(O)nc(SCCN(CC)CC)n(C(=O)c2ccccc2)c1=O	i	11.5	-29.2
81	O=C1CCN(S(=O)(=O)c2cccs2)c2ccc(C(F)(F)F)cc2N1	i	15.1	-16.4
82	NC(Cc1ccccc1)C(O)(c1ccccc1)c1ccccc1 (centres undefined)	i	4.0	-14.4
83	Cc1cccc(-n2c(N)c(-c3nc4ccccc4n3C)c3nc4ccccc4nc32)c1	i	6.1	-9.9
84	COc1cc(C(=O)NCC(c2ccco2)N2CCc3ccccc3C2)cc(OC)c1OC (centres undefined)	i	30.0	-34.1
85	COCCCn1c(=O)cc(C)[nH]c1=S	i	4.1	-14.2
86	COc1ccc(Cl)cc1NC(=O)CN(C)CC(=O)NC(C)c1ccccc1 (centres undefined)	i	14.6	-35.1
87	CCOC(=O)C1CC(=O)c2cc(OC)c(OC)cc2C1 (centres undefined)	i	12.3	3.2
88	N#CCc1c(C#N)c(N)nc(N2CCCC(O)C2)c1C#N (centres undefined)	i	11.3	-13.9
89	CSc1nsc(SCC(=O)Nc2cc(C(=O)O)ccc2C)n1	i	5.9	-17.3
90	O=C(NCc1ccncc1)c1ccc(Br)o1	i	0.7	5.7
91	CC1Cc2ccccc2N1S(=O)(=O)c1ccc2c(c1)n(C)c(=O)c(=O)n2C (centres undefined)	i	10.5	-21.6
92	CN(C)S(=O)(=O)Nc1ccc(Oc2ccccc2)cc1	i	24.7	1.6
93	O=C(Cc1ccc(Cl)cc1)N1CCOCC1	i	2.5	-14.5
94	Cc1cc(C)n(/N=C/c2ccc(C(C)C)cc2)c(=O)c1C#N	i	27.1	-11.4
95	Cc1ccc(NC(=O)CNCC2CCCCC2)cc1S(=O)(=O)N(C)C	i	6.3	-15.1
96	COc1cc(C(=O)OCC(=O)NCc2ccco2)cc(OC)c1OC	i	10.3	-19.4
97	CCOc1ncccc1C(=O)OCC(=O)Nc1ccc(C(N)=O)cc1	i	14.0	9.2
98	CC(=O)c1cc(C#N)c(N2CCN(c3ccccc3)CC2)nc1C	i	2.2	-1.0
99	COc1ccc(C(=O)Nc2cc(Cl)cc(Cl)c2)c(OC)n1	i	10.1	-20.3
100	COc1ccccc1C(=O)Nc1ccc(S(=O)(=O)N2CCCC2)cc1	i	10.9	4.9
101	O=c1[nH]c(C2CCCN(S(=O)(=O)c3cccc(Cl)c3)C2)nc2c1nnn2Cc1ccc2c(c1)OCCO2 (centres undefined)	i	-3.2	-47.0
102	C=CCn1c(SC(C)C(=O)NCc2ccc3c(c2)OCO3)nc2scc(-c3ccccc3)c2c1=O (centres undefined)	i	16.7	-12.7
103	COC(=O)CSc1cc(SCC(=O)OC)c(C#N)c(SCC(=O)OC)c1	i	41.6	-9.8
104	Cc1occc1-c1nnc(SCC(=O)Nc2nccs2)n1Cc1ccco1	i	38.2	-17.1
105	NC(=O)c1cc2ccccc2o/c1=N\NC(=O)c1ccncc1	i	68.6*	-13.9
106	COc1cccc(C(=O)N2CCC(CCC(=O)Nc3cccc(C)c3)CC2)c1	i	15.6	-23.1
107	COc1cc2c(cc1NC(=O)c1ccc(C)c([N+](=O)[O-])c1)oc1ccccc12	i	18.4	-1.0
108	Cc1noc(C)c1COc1ccc(C(=O)OCC(=O)NC2CCCCC2C)cc1 (centres undefined)	i	17.7	7.5
109	CC(C)N(C)CCOC(=O)/C=C/c1ccccc1	i	8.1	-12.0
110	CCOC(=O)c1ccccc1NC(=O)COC(=O)CCCOc1ccccc1	i	16.4	-20.7
111	Cc1nc(N)c2c(Cc3cccc4ccccc34)nn(C(C)(C)C)c2n1	i	19.9	-48.4
